ARNT_TACC3_PPI: disruptors of human ARNT/TACC3 interaction | Q9Y6A5 | AlphaScreen His-ARNT PAS-B/GST-TACC3 binding, luminescence; TACC3 fragment carries E629A point mutation | inhibition, % at 9.99 µM | 390,000 tested, 0.66% active;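 active = mean inhibition of replicates at least 50% and at least half of replicates each reaching 50%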;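 note: 0% = complete ARNT plus TACC3 wells and 100% = ARNT alone without TACC3; many hits fall short of the cut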
* = called active by the depositor.

SMILES ARNT_TACC3_PPI
COc1ccc(C(=O)c2ccccc2)c(O)c1 3
CC(=O)Oc1ccc2c(C)cc(=O)oc2c1 -3

Bioassay records deposited in PubChem BioAssay by Broad Institute.

Only part of the results is shown; count on the stated rates, not on these rows.
